From PubChem BioAssay
rCAG binder: binds r(CAG) RNA repeats; r(CAG) RNA repeat, TO-PRO-1 dye displacement fluorescence; inhibition, % at 3 µM; 370,000 tested, 1.3% active; AID 651821;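 active = inhibition above the plate cutoff, the mean of all test compounds on that plate plus 3 SD, cut at about 35% in these data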;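 note: 0% = DMSO alone and 100% = 100 µM mitoxantrone as full dye displacement; higher means more dye released from RNA so lower well fluorescence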
PRMT1 inh: PRMT1 (human) inhibition, primary screen; 370,000 tested, 1.3% active; recombinant PRMT1, activity-based probe fluorescence polarization; AID 652257; inhibition, % at 2.79 µM;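 active = inhibition above about 21% made by adding two undisclosed values, limit read from the data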
NPR2 activator: GC-B (human) receptor activation | P20594 | HEK293-GC-B cells, CNP EC30, cGMP TR-FRET; 0% at EC30 CNP, 100% saturating CNP | activation, % at 10 µM | 370,000 tested, 0.11% active;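 active = activation at 10 µM reaching about 35% in either raw or pattern-adjusted values, limit read from the data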
TDP2 inh: blocks human TDP2 phosphodiesterase activity; O95551; recombinant TDP2, T5PNP hydrolysis, p-nitrophenol absorbance 415 nm; inhibition, % at 12.8 µM; 370,000 tested, 0.34% active; AID 720702;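 active = inhibition above the mean of all tested compounds plus 3 SD, set per campaign, cut at about 25% in these data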;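 note: 0% = DMSO with enzyme and 100% = buffer with substrate but no TDP2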
Target sequence (O95551 whole entry, looked up): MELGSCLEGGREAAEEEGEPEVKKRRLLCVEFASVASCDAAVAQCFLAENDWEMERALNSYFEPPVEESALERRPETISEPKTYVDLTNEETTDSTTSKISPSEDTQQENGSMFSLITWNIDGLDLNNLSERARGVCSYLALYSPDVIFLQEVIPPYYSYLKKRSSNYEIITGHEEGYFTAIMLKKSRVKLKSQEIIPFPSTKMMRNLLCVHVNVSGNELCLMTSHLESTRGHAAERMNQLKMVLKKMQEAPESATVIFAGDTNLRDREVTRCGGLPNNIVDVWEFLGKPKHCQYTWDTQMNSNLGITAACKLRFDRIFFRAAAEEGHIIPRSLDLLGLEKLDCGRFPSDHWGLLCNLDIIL
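Test system: human TDP2 enzyme; Input: 120 nM TDP2 per well; Buffer or medium: Mg2+-containing Tris-HCl buffer, pH 7.5; Reagent: 5 mM T5PNP; Dosing: 12.8 µM single point, 1% DMSO; Incubation: reaction 2 h, 37 °C; Detection: p-Nitrophenol epi absorbance; Read-out: % inhibition relative to enzyme-containing and enzyme-free wells; Replicates: single well per compound.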
TCR CD3 inh: inhibitors of human TCR-CD3 interaction; inhibition, % at 9.4 µM; 360,000 tested, 0.37% active; AID 651800; TAMRA-labeled TCR probe fluorescence, biochemical; in the data active = inhibition above about 19%;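 note: recombinant mutant TCR 2C K166C tagged with TAMRA read by polarization; 0% = receptor in buffer alone and 100% = receptor with positive control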
MBD2 inh: blocks human MBD2 binding to methylated DNA; AID 686964; inhibition, % at 4.4 µM; TR-FRET, MBD2 binding to methylated oligonucleotide; Q9UBB5; 370,000 tested, 0.31% active; in the data active = inhibition above about 13%
Target sequence (Q9UBB5 whole entry, looked up): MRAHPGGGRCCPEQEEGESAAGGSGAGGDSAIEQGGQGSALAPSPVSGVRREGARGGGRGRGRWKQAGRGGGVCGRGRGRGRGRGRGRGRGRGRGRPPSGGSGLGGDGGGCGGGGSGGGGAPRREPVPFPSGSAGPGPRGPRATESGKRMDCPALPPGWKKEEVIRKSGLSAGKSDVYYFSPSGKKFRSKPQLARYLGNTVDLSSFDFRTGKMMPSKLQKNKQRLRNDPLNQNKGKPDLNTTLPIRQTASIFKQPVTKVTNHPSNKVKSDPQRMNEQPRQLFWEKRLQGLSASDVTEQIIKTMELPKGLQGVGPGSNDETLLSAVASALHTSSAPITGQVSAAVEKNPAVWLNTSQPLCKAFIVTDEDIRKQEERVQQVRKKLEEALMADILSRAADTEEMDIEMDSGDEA
HTRA1 inh: inhibitors of human serine peptidase HTRA1; Q92743; recombinant HTRA1, FP-rhodamine activity-based probe, fluorescence polarization; inhibition, % at 5.96 µM; 340,000 tested, 0.5% active; AID 504803; in the data active = inhibition above about 36%;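 note: 0% = enzyme with DMSO and 100% = wells lacking enzyme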
mABHD4 FP: inhibits mouse alpha/beta hydrolase domain 4. 370,000 tested, 0.54% active. purified mABHD4, FP-Rh probe fluorescence polarization. inhibition, % at 8.92 µM. AID 720543;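 active = inhibition exceeding the mean over every tested compound plus 3 SD, cut at about 30% in these data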;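 note: 0% = plate median of compound wells and 100% = S159A mutant with DMSO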
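Assay system: mABHD4 protein; medium: HEPES pH 7.0, NaCl, Pluronic buffer; dosing: 8.92 µM, single dose; schedule: 45 min + 60 min at 25 °C; signal: FP readout, ex 525 nm / em 598 nm; read-out: normalized percent inhibition of probe labeling; repeats: single replicate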
LEDGF integ inh: blocks HIV-1 LEDGF/p75-dependent DNA integration | TR-FRET IN-LEDGF/p75 DNA integration, Eu/Cy5 | 370,000 tested, 0.64% active | AID 743269 | inhibition, % at 3.7 µM;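 active = inhibition above the screen-wide mean plus 3 SD, cut at about 13% in these data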;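 note: signal is the Cy5 over europium emission ratio at 671 and 618 nm; 0% = plate median of compound wells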
SIAE primary: inhibitors of human sialic acid acetylesterase SIAE | Q9HAT2 | SIAE FP-Rh probe binding, fluorescence polarization | inhibition, % at 9.66 µM | 370,000 tested, 0.69% active | AID 1053197;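 active = inhibition above a cutoff: mean of compounds within the control limits plus 3 SD of those, cut at about 17% in these data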;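 note: 0% = plate median of compound wells and 100% = probe without SIAE protein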
Starred values were filed as active, the others as inactive; / = no result given. These rows are one share of the data (hit frequency here may not be typical).

SMILES	rCAG binder	PRMT1 inh	NPR2 activator	TDP2 inh	TCR CD3 inh	MBD2 inh	HTRA1 inh	mABHD4 FP	LEDGF integ inh	SIAE primary
Nc1nc(Nc2ccccc2)nc(N2CCOCC2)c1[N+](=O)[O-]	1	-2	4	12	-6	-1	-2	5	-2	2
CC1CCN(Cc2c(C(=O)N3CCc4ccccc4C3)nc3ccc(Cl)cn23)CC1	-9	5	-3	-6	5	0	-6	2	2	3
Cc1ccc(N2CCN(c3ccc([N+](=O)[O-])cn3)CC2)c(C)c1	-1	-5	4	16	2	-1	-6	2	1	15
Fc1ccc(CNC(=S)NCc2cccc(Cl)c2)cc1	2	-2	-1	-5	-5	3	-17	-24	6	6
CCN1C(=O)CSc2ccc(C(=O)NCc3ccccc3OC)cc21	-3	3	-3	-14	5	12	-1	5	-5	-5
CCOC(=O)c1nc2sc3c(c2c(=O)[nH]1)CCCC3	2	3	-6	10	-1	2	7	-6	3	0
CN(C)S(=O)(=O)NCC1CCCN(Cc2cc3ccccc3s2)C1 (stereo unspecified)	6	1	3	-8	1	7	-8	-4	-6	-3
CCc1nc2c(OCc3cc(Cl)cc(Cl)c3)cccn2c1N(C)C(=O)c1ccccc1F	3	-1	1	5	5	-1	/	-2	5	-1
CCCc1nc2ccccc2c(C(=O)OCc2nnc(-c3cc(OC)c(OC)c(OC)c3)o2)c1CC	-19	-2	27	2	-8	1	-33	-13	1	-5
Brc1ccc(Br)c2cnccc12	0	3	-3	7	-9	6	1	0	-5	-1
C=CCN(c1ccccc1)S(=O)(=O)c1cccc(C(=O)NCC(c2ccccc2OC)N2CCCC2)c1 (stereo unspecified)	-2	-5	2	-13	-8	4	-7	-4	3	-2
CCn1c(C)cc(C)c(C#N)c1=O	1	-2	1	12	5	0	-2	6	2	-8
COc1ccc(N(CC(=O)N/N=C/c2ccc(OC)c(OC)c2)S(=O)(=O)c2ccccc2)cc1	7	-2	-2	-3	-1	4	-15	-2	-4	-5
CCOC(=O)c1csc(NC(=O)c2ccc(C#N)cc2)n1	-1	-2	-2	6	2	-1	0	-3	4	5
O=C(c1ccco1)N1CCN(C(=O)c2cn(-c3ccccc3)nc2-c2ccc(F)cc2)CC1	0	4	-4	-6	-4	0	-1	13	-2	7
C=CCN=C1NC(c2ccc(Cl)cc2)C(C(=O)OC)=C(C)N1C (stereo unspecified)	5	-7	-17	-2	4	1	/	5	2	-4
COc1ccc(NC(=O)CSc2ccc3c4c(cccc24)C(=O)c2ccccc2-3)cc1	0	1	2	8	4	-2	13	3	0	7
CCOC(=O)CS(=O)(=O)c1ccccc1	-1	2	1	2	-5	3	3	-4	4	-2
CS(=O)(=O)N1CCC(C(=O)Nc2ccccc2Sc2ccccc2)CC1	-3	1	-3	10	8	-2	-8	-6	-1	4
Cc1ccc2sc(C)cc(=O)c2c1	-2	2	-1	0	2	7	0	-3	-6	9
Cc1ccc(C)c(NC(=O)C2CC(O)CN2C(=O)OC(C)(C)C)c1 (stereo unspecified)	-1	1	0	8	3	-4	3	-5	-1	6
O=C(NNC1=NCCC1)c1ccc(Br)cc1	-2	-3	1	4	-6	3	-4	0	-3	2
N/C(=N\OC(=O)CCCc1ccccc1)c1ccc([N+](=O)[O-])cc1	0	0	2	7	0	5	-1	-3	-4	-3
Cc1ccc(-c2nc(-c3cccnc3)sc2CC(=O)O)cc1	-1	7	-2	-2	-3	-4	8	4	-9	1
CCOC(=O)c1cc(C)n(-c2ccc(Cl)cc2)c1C	-5	0	4	-9	5	2	-9	2	2	-2

The last 5 compounds of the part before are carried over, then new ones follow.
SMILES	rCAG binder	PRMT1 inh	NPR2 activator	TDP2 inh	TCR CD3 inh	MBD2 inh	HTRA1 inh	mABHD4 FP	LEDGF integ inh	SIAE primary
Cc1ccc(C)c(NC(=O)C2CC(O)CN2C(=O)OC(C)(C)C)c1 (stereo unspecified)	-1	1	0	8	3	-4	3	-5	-1	6
O=C(NNC1=NCCC1)c1ccc(Br)cc1	-2	-3	1	4	-6	3	-4	0	-3	2
N/C(=N\OC(=O)CCCc1ccccc1)c1ccc([N+](=O)[O-])cc1	0	0	2	7	0	5	-1	-3	-4	-3
Cc1ccc(-c2nc(-c3cccnc3)sc2CC(=O)O)cc1	-1	7	-2	-2	-3	-4	8	4	-9	1
CCOC(=O)c1cc(C)n(-c2ccc(Cl)cc2)c1C	-5	0	4	-9	5	2	-9	2	2	-2
COc1ccc(Cl)cc1-c1nc(SCC(N)=O)n[nH]1	0	2	-5	-8	4	3	-1	-2	2	1
O=C(Nc1ccc(Br)cn1)c1ccc(Br)s1	5	2	-6	-3	-7	7	-27	-12	5	2
CC(NC(=O)CNC(=O)c1cccs1)c1cccc(C(F)(F)F)c1 (stereo unspecified)	3	2	-2	-2	-9	1	3	-1	-1	2
CCc1nnc(NC(=O)CSc2nnc(-c3ccoc3C)n2-c2cccc(C)c2)s1	-1	1	6	3	4	-2	-3	-1	0	1
CCCN(CCC)S(=O)(=O)c1cc2c3c(c1)CCN3C(=O)CC2	-1	0	4	7	2	-3	-7	10	3	2
CCCCCc1nnc(NC(=O)c2ccc(=O)n(C)n2)s1	-6	3	3	-11	-13	5	2	1	-5	-7
O=C(NCC(c1ccco1)N1CCCCC1)c1ccc([N+](=O)[O-])s1 (stereo unspecified)	5	1	3	-9	3	-1	/	6	7	-4
CCn1cc([N+](=O)[O-])c(C(=O)Nc2ccc3c(c2)OCCO3)n1	0	-3	-3	8	7	-4	1	3	4	4
COc1cccc(S(=O)(=O)NCc2ccc3c(c2)OCO3)c1	-1	-1	-8	-9	2	0	2	4	1	-4
CC(=O)N1CCN(C(C)=O)C1c1ccccc1	-1	6	2	-1	-5	1	7	1	0	4
O=c1ccn(Cc2ccc(F)cc2)c2ccnc(C(F)(F)F)c12	2	-4	2	-2	2	0	-4	8	3	0
Cc1sc2nc(COC(=O)c3ccc(O)cc3)[nH]c(=O)c2c1C	8	-2	-8	-5	-2	3	-10	-3	1	-6
O=C(O)C1C2CC2CN1C(=O)c1ccc(Cl)cc1Cl (stereo unspecified)	-2	2	3	0	-2	2	/	1	-1	-2
O=C(CCc1ccc(O)cc1)c1c(O)cc(O)cc1O	6	4	-3	-6	1	3	-6	-8	5	-10
O=C(N/N=C/c1ccc(OCc2ccccc2)cc1)c1ccc(O)cc1	3	-6	-4	7	2	-4	-40	-28	3	-15
O=C(NCCc1ccco1)C(=O)NCC1OCCCN1S(=O)(=O)c1cc(F)ccc1F (stereo unspecified)	1	0	3	-3	4	0	1	3	3	3
CCn1c(CCNS(=O)(=O)c2ccccc2Br)nnc1SC	4	-1	0	6	0	3	11	2	3	1
O=C(/C=C/c1cnc2ccccc2n1)NC12CC3CC(CC(C3)C1)C2	-5	-1	0	7	5	-5	-11	5	0	5
CC(Sc1ncnc2ccccc12)C(=O)Nc1ccc2c(c1)OCCO2 (stereo unspecified)	3	-2	-3	5	-1	-4	0	-11	2	24*
Cc1ccc(NC(=O)C2CCN(S(=O)(=O)c3ccc(N4CCCC4=O)cc3)CC2)cc1Cl	6	0	-6	-18	6	2	-33	-13	0	-4
O=C(NC(=S)Nc1ncccn1)c1ccc(Cl)cc1Cl	1	0	-7	8	2	3	-3	-1	1	0
Cc1ccc(NS(=O)(=O)c2ccc(NC(=O)c3cccs3)cc2)c(C)c1	13	-1	0	8	6	2	-53	-45	7	-4
CC(C)n1ncc(N2CCOCC2)c(Cl)c1=O	-2	1	3	-4	3	-2	-2	8	-6	2
COC(=O)[C@H]1[C@@H](O)[C@@]2(O)c3c(OC)cc(OC)cc3O[C@@]2(c2ccc(OC)cc2)[C@@H]1c1ccc(F)cc1	0	-3	-8	8	2	2	/	-5	15*	4
O=C(CSc1nc2ccccc2[nH]1)Nc1ccccc1N1CCOCC1	8	10	-3	-16	-2	-5	4	-8	-2	-3

(next part)
SMILES	rCAG binder	PRMT1 inh	NPR2 activator	TDP2 inh	TCR CD3 inh	MBD2 inh	HTRA1 inh	mABHD4 FP	LEDGF integ inh	SIAE primary
CC(=O)Nc1ccc(S(=O)(=O)N2CCCC3CCCCC32)cc1 (stereo unspecified)	0	1	-2	6	-4	1	-7	-7	2	22*
O=C(c1noc2c1CSc1ccccc1-2)N1CCN(c2ccc(Cl)cc2)CC1	11	16	3	-8	2	-5	2	-12	-2	-18
CC(=O)Nc1ccc(C(=O)Nc2cc(S(=O)(=O)N3CCOCC3)ccc2N2CCOCC2)cc1	2	1	3	1	4	2	3	1	0	3
Cc1ccc(OCCC(=O)OCC(=O)NCc2ccccc2)cc1	-5	0	3	10	1	-2	3	-2	4	0
CCN(C(=O)CN1CCCCC1)C1(C)C(=O)c2ccccc2C1=O	3	2	-4	12	12	2	2	-4	-1	3
N#C/C(=C\N1CCCCC1)S(=O)(=O)c1ccc(Cl)cc1	0	-3	-4	5	5	0	/	2	1	5
CCOC(=O)N1CCC(Nc2nc3ccccc3n3nnnc23)CC1	-9	4	-9	4	0	-2	7	14	-2	-1
C#CCSc1nnc(CSc2nc3ccccc3s2)n1-c1ccccc1	6	4	-10	8	-4	-1	-46	6	-2	-6
CCc1nn2cc(C(=O)c3ccccc3O)cnc2c1-c1ccc(F)cc1	2	3	-7	-3	-15	6	-37	-12	-4	-32
O=C(NCCN1CCOCC1)c1cccs1	6	1	5	-13	-4	5	5	-1	2	-8
CC(C)(O)C1CC[C@@](C)([C@@H]2CC[C@]3(C)[C@H]2[C@H](O)CC2[C@@]4(C)CCC(O)C(C)(C)C4C(OC4OC(CO)C(O)C(O)C4O[C@@H]4OCC(O)C(O)C4O)C[C@]23C)O1 (stereo partly specified)	-7	-1	2	14	1	-2	-5	6	2	-1
CCOC(=O)[C@]12CCC=C1N(Cc1ccccc1)C(=O)[C@H](CC(=O)NCc1ccc(OC)c(OC)c1)C2	2	-3	-1	-3	4	-9	/	1	-1	0
Cc1cnc(C(=O)OCc2csc(CC(=O)Nc3ccccc3C)n2)cn1	6	-4	8	8	5	-4	-2	2	1	-2
COc1cc(C(=O)NCCOc2cc(C)ccc2C(C)C)cc(OC)c1OC	-3	-1	7	16	-3	-3	-18	-4	1	-10
CCN1CCC(N2CCN(c3ccc(F)cc3)CC2)CC1	-2	2	0	-16	-10	8	-1	-6	-3	3
CC(C)CC(NC(=O)OC(C)(C)C)C(=O)NCc1ccccc1 (stereo unspecified)	-8	1	-3	-4	-7	1	2	4	2	-3
CC(C)(C)C1(O)CC(C(F)(F)F)=NN1C(=O)Cc1ccc([N+](=O)[O-])cc1 (stereo unspecified)	-3	0	-4	-12	4	-2	-4	0	-1	10
COc1cc(/C=N/NC(=S)Nc2cccnc2)cc(OC)c1O	-2	-6	-1	3	-2	-9	5	3	1	-9
C=CCn1nc(-c2ccccc2)c2c(C)onc2c1=O	-2	1	-6	-6	7	4	1	0	-5	-1
C=CCc1cccc(C2Nc3ccccc3C(=O)N2O)c1O (stereo unspecified)	3	3	-11	-1	-3	4	16	3	-4	4
C=CCOC(=O)C1=C[C@H](c2ccc(C(F)(F)F)cc2)C[C@H](OCCCCO)O1	-9	1	-1	-3	4	3	-19	1	2	-6
